From PubChem BioAssay
OX1R antag-1: OX1R (HCRTR1) antagonists, primary screen, fluorescence, CHO/OX1R cells, Fluo-8 calcium, orexin A; hit rate 0.43% among 330,000; inhibition, % at 5 µM; Fluo-8 calcium fluorescence; AID 434989, 2010;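 active = inhibition above its plate's threshold, mean inhibition of all tested compounds on the plate plus 3 SD, cut at about 37% in these data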;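 also: 0% = orexin A challenge wells and 100% = SB-334867-A antagonist wells; not every result past the cut was called active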
Target sequence (O43613 whole entry, looked up): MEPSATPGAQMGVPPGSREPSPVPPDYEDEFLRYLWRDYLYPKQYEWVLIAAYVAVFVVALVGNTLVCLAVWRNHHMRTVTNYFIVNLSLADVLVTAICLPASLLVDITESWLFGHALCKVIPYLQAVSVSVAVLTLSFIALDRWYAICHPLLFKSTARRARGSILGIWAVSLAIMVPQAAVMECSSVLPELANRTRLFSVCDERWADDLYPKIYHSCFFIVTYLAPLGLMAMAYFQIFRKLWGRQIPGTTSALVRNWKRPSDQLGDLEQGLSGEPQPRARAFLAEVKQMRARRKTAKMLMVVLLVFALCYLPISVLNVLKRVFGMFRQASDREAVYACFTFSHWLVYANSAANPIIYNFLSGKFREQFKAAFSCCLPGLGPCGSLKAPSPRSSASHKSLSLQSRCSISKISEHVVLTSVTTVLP
STK33 inh: inhibitors of purified STK33 kinase, primary screen, biochemical, ADP-Glo luminescence, homogeneous, cell-free. MBP phosphorylation. inhibition, % at 10 µM. hit rate 0.073% among 320,000. AID 2661, 2010;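 active = inhibition at or above 25%, using the most active replicate where run in duplicate; inactive = inhibition below 25%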
Target sequence (Q9BYT3 whole entry, looked up): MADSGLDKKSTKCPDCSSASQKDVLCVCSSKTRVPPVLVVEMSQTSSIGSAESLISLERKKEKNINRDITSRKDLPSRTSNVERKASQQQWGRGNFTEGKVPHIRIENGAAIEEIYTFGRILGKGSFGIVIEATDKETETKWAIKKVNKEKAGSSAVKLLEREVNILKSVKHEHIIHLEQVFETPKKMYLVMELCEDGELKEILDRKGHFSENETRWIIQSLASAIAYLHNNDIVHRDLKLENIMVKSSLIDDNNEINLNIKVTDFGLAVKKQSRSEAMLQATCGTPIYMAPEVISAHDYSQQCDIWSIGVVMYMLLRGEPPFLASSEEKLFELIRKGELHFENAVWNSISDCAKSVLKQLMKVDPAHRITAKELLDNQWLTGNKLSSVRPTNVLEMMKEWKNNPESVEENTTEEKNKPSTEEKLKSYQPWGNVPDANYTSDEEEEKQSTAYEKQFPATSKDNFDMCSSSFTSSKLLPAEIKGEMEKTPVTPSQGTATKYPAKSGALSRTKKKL
OX1R antag-2: antagonists of human orexin 1 receptor (OX1R); Orexin/Hypocretin receptor type 1 (Homo sapiens), O43613; OX1R-expressing cells, FRET antagonist read-out; inhibition, % at 6.6 µM; hit rate 1.8% among 330,000; AID 485270, 2010; in the data active = inhibition mostly above about 38%, no sharp cut-off; inactive = mostly below about 40%;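 also: 0% = agonist challenge alone and 100% = reference antagonist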
Starred values were filed as active, the others as inactive; nt = no result given.

SMILES | OX1R antag-1 | STK33 inh | OX1R antag-2
COc1cccc(-c2noc(CCC(=O)NCC3CCCO3)n2)c1 (configuration not stated) | -23 | -1.0 | 4
CC(C)C(C(=O)NCC1CCCO1)N(Cc1ccccc1)C(=O)CNS(=O)(=O)c1ccccc1 (configuration not stated) | -31 | 0.4 | 8
Cc1ccc2cc3c(NC(=O)C4CCCO4)nn(CC(C)C)c3nc2c1 (configuration not stated) | -26 | 0.2 | 8
O=C(COC(=O)c1ccccc1Br)Nc1cc(S(=O)(=O)N2CCOCC2)ccc1N1CCCC1 | -19 | -0.7 | 18
CC(=O)Nc1cccc(NC(=O)c2cccc(S(=O)(=O)N3CCN(Cc4ccccc4)CC3)c2)c1 | -9 | 3.7 | 7
CCOc1ccc(NC(=O)CCN2C(=O)C3CCCCC3C2=O)cc1OCC (configuration not stated) | -28 | -0.5 | -2
CCOC(=O)C(=O)Nc1ccccc1C(=O)OCC | -11 | -0.4 | 5
COCCOC(=O)c1cc(C(=O)c2cc(Cl)ccc2O)coc1=N | -9 | 0.6 | 1
CCc1nnc(NC(=O)c2sc3nc4c(cc3c2N)CCCCCC4)s1 | -10 | -1.4 | 3
O=S(=O)(NC1=NCCC1)c1cccc(NS(=O)(=O)c2ccc(OC(F)(F)F)cc2)c1 | -10 | 1.3 | 15
Nc1ccc(O)cc1C(=O)OCC(=O)c1ccc(C2CCCCC2)cc1 | 1 | 0.6 | 14
CC1=C(C(=O)NCc2ccccc2)C(c2ccc(C)o2)n2ncnc2N1 (configuration not stated) | -20 | -2.4 | 12
Cc1cccc(C(=O)NCc2nnc(SCC(=O)Nc3nnc(C)s3)n2C)c1 | 0 | -0.3 | 12
CCCC(=O)Nc1cc(Cl)ccc1C | -27 | -0.1 | 10
O=C(NC1CCCCC1)C(=S)NC1CCCCC1 | -7 | 0.5 | 14
Cc1ccc(S(=O)(=O)CCC(=O)OCCOc2cccc(Br)c2)cc1 | -7 | -2.1 | 2
O=C(CSc1nccc(=O)[nH]1)Nc1ccc(N2CCOCC2)cc1 | 4 | -0.3 | 10
CCOc1ccc(OCCOc2ncnc3ccccc23)cc1 | -9 | 1.6 | 51
Nc1cccnc1Sc1cc(Cl)c(Cl)cc1Cl | -11 | -1.8 | 23
CC1(C)C=Cc2cc(-c3coc4cc(O)cc(O)c4c3=O)cc(O)c2O1 | 4 | 2.0 | 15
COc1ccc(O[C@H]2C=C[C@@H](c3ccccc3)O[C@@H]2CO/N=C/C[C@@H]2C=C[C@H](OC(C)=O)[C@@H](COC(C)=O)O2)cc1 | -17 | -2.5 | 9
COc1ccccc1-n1c(SC(C)C(=O)NCC2CCCO2)nc2cc(Cl)ccc2c1=O (configuration not stated) | -51 | -4.3 | 23
COc1cc(C(C(=O)NCC2CCCO2)N(C(=O)Cn2nnc3ccccc32)c2ccc(C(C)=O)cc2)ccc1O (configuration not stated) | -8 | 0.5 | 14
S=c1[nH]nc(-c2ccc(Cl)cc2)n1-c1cccnc1 | 14 | 0.3 | 22
Cn1nnnc1NCc1c(F)cccc1Cl | 3 | -1.6 | 4
COc1ccc(S(=O)(=O)NCc2csc(C)n2)cc1 | -9 | 0.5 | 11
COc1ccc(NC(=O)CC(CC(=O)O)c2cc(OC)c(OC)c(OC)c2)cc1 (configuration not stated) | -6 | 0.1 | 24
CCC(C)NC(=O)CSc1c2c(nc3ccccc13)CCCC2 (configuration not stated) | -15 | 2.0 | 6
CC(=O)Nc1ccc(N2C(=O)c3ccc(C(=O)Nc4nnc(SCc5ccc(F)cc5)s4)cc3C2=O)cc1 | -6 | -0.8 | 7
Cc1ccccc1C(=O)N1CCC(C(=O)Nc2ccc3c(c2)OCO3)CC1 | 3 | -0.2 | 17
CN1CCC(CNC(=O)Nc2ccccc2)(c2ccccc2)CC1 | -3 | -2.0 | -1
O=C(Nc1ccc2oc(-c3ccccc3)nc2c1)c1ccco1 | -4 | 0.0 | 32
N#Cc1ccccc1OCC(=O)OCC(=O)c1c[nH]c2ccccc12 | -6 | -0.1 | 4
COc1ccc(-c2ccc(=O)n(CC(=O)NCc3ccco3)n2)cc1 | 4 | 2.8 | 31
COc1ccc(NC(=O)N(C)C[C@H]2Oc3ccc(NC(=O)Nc4ccc(C(F)(F)F)cc4)cc3C(=O)N([C@H](C)CO)C[C@@H]2C)cc1 | 6 | -1.3 | 0
CC(C)/C=C/CN1CCC(Oc2ccc(C(=O)N3CCCC3)cc2)CC1 | -15 | 0.5 | 36
Cc1ccc(Sc2ccncc2S(N)(=O)=O)cc1 | -2 | 1.5 | 29
CC(=O)Nc1ccc(NC(=O)CCCCCN2C(=O)c3ccccc3C2=O)cc1 | -9 | -1.4 | 7
COc1cc([N+](=O)[O-])ccc1NC(=O)NN1CCN(C)CC1 | -9 | -1.9 | 5
COc1ccc(NC2c3ccccc3C(=O)N2Cc2ccc3c(c2)OCO3)cc1 (configuration not stated) | -20 | -0.7 | 18
O=C(O)c1c(-c2ccccc2)oc2ccc(O)cc12 | -11 | -3.0 | 2
COc1ccc2oc(C(=O)OCC(=O)NCC3CCCO3)c(C)c2c1 (configuration not stated) | -30 | -0.1 | 18
CC(=O)Nc1ccc(S(=O)(=O)N2C(=O)c3cccc4cccc2c34)cc1 | -19 | -1.6 | 8
ON=C1c2ccccc2-c2ccccc21 | 17 | 9.3 | 4
COc1cc(CNC2CCCC2)cc(OC)c1 | -19 | -1.9 | 20
O=C(CN1C(=O)c2ccccc2C1=O)Oc1ccc(Cl)cc1 | -9 | -1.4 | -1
CC(C)(C)OC(=O)C[C@H]1C/C=C\C[C@@H](CC(=O)N(CCO)Cc2ccccc2)C(=O)N2CCC[C@@H]2COC1=O | 13 | -4.3 | 13
CCCn1c(=O)c(C(=O)N/N=C/c2ccccc2F)c(O)c2ccccc21 | -6 | -0.7 | 10
COc1cc(NC(=O)c2ccccc2Cl)c(OC)cc1NC(=O)CN1CCOCC1 | -14 | -2.3 | 26
CC(NC(=O)/C(C#N)=C/c1ccc([N+](=O)[O-])o1)c1ccccc1 (configuration not stated) | 21 | 1.3 | 13
O=C(Nc1ccc(N2CCOCC2)cc1)c1ccc(Cl)c(S(=O)(=O)N2CCCC2)c1 | 16 | -0.6 | 13
O=c1[nH]c2ccccc2nc1N1CCOCC1 | -12 | -0.1 | 12
Cc1ccc(-c2csc3ncnc(-n4cnc5ccccc54)c23)cc1 | -19 | 2.6 | 32
CCOCC(=O)Nc1ncc(S(=O)(=O)c2ccc([N+](=O)[O-])cc2)s1 | -8 | -0.7 | 39
Cc1cc(C)n2nc(SCC(=O)N(C)Cc3ccccc3)nc2n1 | -18 | 0.2 | 17
Cc1ccc(C2(c3noc(CN(C)CCO)n3)CCCC2)cc1 | -19 | -2.2 | 11
CC(C)(C)C(=O)NC(=S)Nc1sc2c(c1C#N)CCCCC2 | -11 | -0.9 | -2
O=C(c1cc2sccc2n1Cc1ccccc1)N1CCc2ccccc21 | -17 | 0.3 | 16
COc1cccc2c(=O)c3c(cnn3C)n(C)c12 | -5 | 9.8 | 40
CC(C)COc1ccc(C(=O)NNC(=O)c2ccc(=O)[nH]c2)cc1 | -5 | -0.6 | 5
(more compounds)
SMILES | OX1R antag-1 | STK33 inh | OX1R antag-2
COc1ccc(S(=O)(=O)NCC(c2ccc(F)cc2)N2CCN(C)CC2)cc1 (configuration not stated) | -23 | -2.2 | 11
C=CCn1c(SCc2nc3ccccc3c(=O)[nH]2)nc2scc(C3CC3)c2c1=O | -11 | -0.1 | 17
Cc1ccccc1-c1ncc(CN2CCC(CO)(CCCc3ccccc3)CC2)cn1 | -24 | -0.4 | 16
Nc1nc2ccccc2n1C(=O)c1ccccc1 | -10 | 3.1 | 24
O=C(Cc1ccc(Cl)cc1)Nc1ccncc1 | 3 | 0.8 | 11
CC(=O)Nc1ccc(Nc2cc(C)nc3c(-c4ccccc4)cnn23)cc1 | -15 | 5.7 | 16
COC(=O)C(Cc1ccccc1)NC(=O)CNC(=O)c1ccc(Br)o1 (configuration not stated) | 7 | -0.9 | 3
O=C(O)CCNC(=O)/C(=C\C=C\c1ccccc1)NC(=O)c1ccccc1 | -5 | nt | 13
Cc1cccc(-n2nc3c(c2NC(=O)C(C)C)CSC3)c1 | -13 | -0.4 | -4
COCCNC(=O)Cn1nc(-c2ccccc2C)ccc1=O | 1 | -1.8 | 12
CCN1CC2=C(OC(N)=C(C#N)C2c2cccs2)/C(=C/c2cccs2)C1 (configuration not stated) | -20 | -0.4 | 15
CCOC(=O)C1=C(CCc2ccccc2)NC(=O)NC1c1cccc([N+](=O)[O-])c1 (configuration not stated) | -10 | -2.7 | 26
NC(=O)C1CCN(c2nc(C3CC3)nc3c2nnn3Cc2ccccc2Cl)CC1 | -27 | -0.2 | 8
CCCn1c(SCC(=O)NCC2CCCO2)nc2c1c(=O)n(C)c(=O)n2C (configuration not stated) | -8 | -0.7 | 19
CC(=O)N1c2ccc(S(=O)(=O)N3CCCC(C(=O)Nc4cc(C)cc(C)c4)C3)cc2CC1C (configuration not stated) | -14 | 0.1 | 11
Cc1ccccc1OCc1nnc(SCc2cc(=O)[nH]c3ccccc23)n1-c1ccccc1 | -37 | 0.9 | 6
CC1CN(C(=O)c2scc3c2OCCO3)CC(C)O1 (configuration not stated) | -3 | -1.3 | 4
CCNC(=O)CC1C(=O)N(c2cccc(C)c2)C(=O)N1CCC(C)C (configuration not stated) | -12 | -0.6 | 2
O=C(Nc1nc(-c2ccccn2)cs1)c1ccc(F)c(S(=O)(=O)N2CCOCC2)c1 | -4 | -0.2 | 1
Cc1ccc(/C=N/Nc2ccc3ccccc3n2)o1 | -29 | 1.2 | 24
Cc1cccc(C)c1Nc1nnc(SCC(=O)c2ccc(Br)s2)s1 | -21 | -0.3 | 10
CCN(CC)c1ccc(NC(=O)c2ccco2)cc1 | -6 | -0.2 | 12
C=CCc1ccccc1OCC(=O)OCCNC(=O)c1cccnc1 | -9 | -0.5 | 11
O=C(Nc1ccc(F)cc1)c1ccc(CSc2ccc(Cl)cc2)o1 | -30 | -1.7 | 23
O=C(COC(=O)c1ccc[n+]([O-])c1)Nc1ccccc1OC(F)F | 7 | -0.5 | 2
O=S(=O)(c1c(Cl)sc(Cl)c1Br)N1CCCC1 | -19 | -0.1 | 8
COCCNC(=O)CSc1nc2cc(OC)c(OC)cc2c(=O)n1Cc1ccco1 | -7 | 0.4 | 8
O=C(c1ccco1)N1CCN(C(=O)c2nn3cccnc3c2Cl)CC1 | -3 | 0.3 | 3
COc1ccc(OC)c(NC(=O)C2CCN(S(=O)(=O)c3c(C)noc3C)CC2)c1 | -18 | -1.9 | 18
COc1ccccc1C(=O)Nc1sc(C(=O)N2CCCC2)c(C)c1C#N | -20 | -2.2 | 21
Cc1cccc(N2CCN(CC(=O)Nc3ccc(S(=O)(=O)N4CCOCC4)cc3)CC2)c1C | 34 | 3.7 | 26
COc1ccc(NC(=O)C(C)Sc2nnc3c4c(nc(-c5ccc(OC)cc5)n23)CC(C)(C)OC4)cc1 (configuration not stated) | -12 | nt | 19
CCC(=O)N1CCc2cc(Br)cc(S(=O)(=O)NCCN3CCCCC3CC)c21 (configuration not stated) | -18 | -0.9 | 15
Cc1ccc(OCC(=O)O/N=C(\N)Cc2ccc(Cl)cc2)cc1 | -20 | -1.7 | 0
CCOC(=O)C(Cc1ccccc1)NS(=O)(=O)c1ccc(NC(C)=O)cc1 (configuration not stated) | -21 | 1.3 | 4
COc1ccc([N+](=O)[O-])cc1N(CC(=O)Nc1ccccc1C(=O)N1CCOCC1)S(C)(=O)=O | -20 | -2.6 | 12
CCOc1ccc(/C(O)=C2/C(=O)C(=O)N(CC3CCCO3)C2c2ccco2)cc1 (configuration not stated) | -17 | -2.3 | 3
O=C(Nc1nc2nccc(-c3ccccc3)n2n1)c1ccc(F)cc1 | -6 | -0.5 | 16
CCc1cc2c(C)ccc(C)c2nc1SCC(=O)Nc1c[nH]c(=O)[nH]c1=O | -12 | -0.9 | 9
CCOC(=O)N1CCN(C(=O)c2ccc3c(c2)NC(=O)/C(=C\c2ccc(OC)c(OC)c2)S3)CC1 | -35 | -1.1 | 2
CCCCCCc1nc2c(=O)[nH]c3ccccc3c2o1 | -13 | -3.4 | 17
Cc1cc([N+](=O)[O-])ccc1NCc1cccc2ccccc12 | 16 | -1.6 | 14
COc1c[nH]n(-c2ccccc2)c(=O)c1=O | 6 | -0.2 | 13
CC1CC1C(=O)OCC(=O)Nc1cccc(S(=O)(=O)NC2=NCCCCC2)c1 (configuration not stated) | -10 | -3.2 | 20
